# EBNA-1 inhibitor – blocks EBNA-1 binding to DNA; 0.34% of 300,000 active; inhibition, % at 14.8 µM; AID 1950; EBNA-1 DNA binding, fluorescence polarization; in the data active = inhibition above about 28%
# PP1 counter – blocks human PP1-alpha phosphatase, a PP5 counter-screen | purified PP1alpha, OMFP fluorescence | P62136 | inhibition, % at 6.7 µM | 0.9% of 320,000 active;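 active = inhibition above the mean inhibition of all tested compounds plus 3 SD, computed separately for each screening campaign, cut at about 15% in these data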
# Target sequence (P62136 whole entry, looked up): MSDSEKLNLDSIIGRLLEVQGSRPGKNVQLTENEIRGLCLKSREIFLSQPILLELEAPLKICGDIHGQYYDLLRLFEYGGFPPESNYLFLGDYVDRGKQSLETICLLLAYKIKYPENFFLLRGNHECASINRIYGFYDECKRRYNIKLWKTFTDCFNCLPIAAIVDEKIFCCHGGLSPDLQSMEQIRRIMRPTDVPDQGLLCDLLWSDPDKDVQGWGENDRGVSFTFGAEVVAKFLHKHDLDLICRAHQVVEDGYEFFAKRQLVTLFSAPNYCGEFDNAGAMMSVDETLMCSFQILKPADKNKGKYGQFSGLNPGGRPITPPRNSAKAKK
# Fh CTSL1 inh – counter-screen for PFM18AAP inhibitors: inhibitors of F. hepatica cathepsin L1. 0.49% of 300,000 active. AID 1906. recombinant F. hepatica cathepsin L1, Z-Leu-Arg-MCA fluorescence. inhibition, % at 5.96 µM;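 active = inhibition above the mean of all tested compounds plus 3 SD, set per screening campaign, cut at about 17% in these data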;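 also: 0% = plate median of test compound wells and 100% = 1 µM Z-Phe-Ala-diazomethylketone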
# CR mimetic SO – yeast age-related superoxide inhibition as caloric restriction mimetic; S. cerevisiae aged cells, superoxide DHE fluorescence; hits give low values; superoxide response (% of plate mean), % at 10 µM; 0.18% of 330,000 active; AID 2690;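 active = superoxide response under a set limit, about three screen SD below normal, cut at about 65% in these data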;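 also: yeast aged for seven days with compound at 30 °C before DHE staining; 100% = average MFI of all compound-treated wells on the plate with controls excluded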
# HCV core dimer – blocks dimerization of HCV core protein. TR-FRET GST/Flag-core106 dimerization, 1536-well. inhibition, % at 5 µM. 0.33% of 300,000 active. AID 1899;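 active = inhibition above the mean of all tested compounds plus 3 SD, set per screening campaign, cut at about 45% in these data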
#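 test system = GST/Flag-tagged HCV core106 proteins | probe or stimulus = Eu donor and XL665 acceptor anti-tag antibodies | times = compound-protein-antibody incubation 4 h at 22.5 °C | signal = TR-FRET, excitation 340 nm, emission 617 and 671 nm | measure = percent inhibition of core106 dimerization signal | controls = wells lacking GST-core106 and wells with excess unlabelled core106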
# ZTA DNA inh – ZTA (EBV) inhibition in EBNA-1 counter-screen. P03206. ZTA-DNA binding, fluorescence polarization. inhibition, % at 11 µM. 0.15% of 320,000 active. AID 2234; in the data active = inhibition above about 33%
# Target sequence (P03206 whole entry, looked up): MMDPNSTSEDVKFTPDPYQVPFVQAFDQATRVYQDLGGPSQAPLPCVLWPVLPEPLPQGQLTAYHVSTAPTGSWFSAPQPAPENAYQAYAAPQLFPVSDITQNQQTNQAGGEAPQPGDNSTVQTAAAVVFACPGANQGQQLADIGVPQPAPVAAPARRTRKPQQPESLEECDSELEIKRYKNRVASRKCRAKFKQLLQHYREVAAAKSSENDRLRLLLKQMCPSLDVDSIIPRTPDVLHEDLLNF
# TPT1 inhibitor – inhibitors of Candida albicans tRNA 2'-phosphotransferase TPT1 | recombinant caTPT1, FP RNA substrate dephosphorylation | inhibition, % at 5 µM | 0.81% of 300,000 active;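 active = inhibition above the mean of all tested compounds plus 3 SD, set per screening campaign, cut at about 24% in these data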;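 also: plate controls were DMSO alone for no effect and ferristatin control at 100 nM for full effect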
# PP5 inh – inhibitors of human protein phosphatase 5 (PP5) | 0.18% of 320,000 active | AID 1987 | inhibition, % at 6.7 µM | purified PP5c, OMFP substrate fluorescence | P53041;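 active = inhibition above the campaign's mean inhibition across all tested compounds plus 3 SD, cut at about 9.5% in these data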;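 also: 0% = DMSO only and 100% = 100 µM cantharidin control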
# Target sequence (P53041 whole entry, looked up): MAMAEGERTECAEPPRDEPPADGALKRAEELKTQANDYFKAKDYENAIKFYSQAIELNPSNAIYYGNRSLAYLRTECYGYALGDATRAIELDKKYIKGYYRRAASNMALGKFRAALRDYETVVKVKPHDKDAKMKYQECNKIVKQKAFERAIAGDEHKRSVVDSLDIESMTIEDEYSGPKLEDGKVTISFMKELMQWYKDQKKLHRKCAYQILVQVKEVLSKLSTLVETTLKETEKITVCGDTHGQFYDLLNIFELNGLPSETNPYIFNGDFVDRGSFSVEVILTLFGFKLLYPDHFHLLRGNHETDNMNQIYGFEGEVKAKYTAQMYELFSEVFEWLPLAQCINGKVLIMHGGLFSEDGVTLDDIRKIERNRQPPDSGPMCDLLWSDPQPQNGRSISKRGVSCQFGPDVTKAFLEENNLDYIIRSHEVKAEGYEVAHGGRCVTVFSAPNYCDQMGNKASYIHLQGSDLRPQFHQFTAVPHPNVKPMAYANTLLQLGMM
# GASC-1 inh – blocks human GASC-1 demethylase activity; GST-JMJD2C(1-420) H3K9me3 demethylation, DELFIA europium; inhibition, % at 2.35 µM; AID 2099; Q9H3R0; 0.069% of 330,000 active;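 active = more than half of a compound's replicate wells show inhibition beyond 50%, single wells judged on their own value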;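 also: signal counts dimethyl H3K9 product captured on neutravidin plate; 0% = median of DMSO wells and 100% = 0.3 times that DMSO median; strong numbers were not always called active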
# Active calls of the source: *; . = not tested or not shown; & = joins results of further samples.
SMILES | HCV core dimer | Fh CTSL1 inh | PP5 inh | ZTA DNA inh | EBNA-1 inhibitor | GASC-1 inh | CR mimetic SO | TPT1 inhibitor | PP1 counter
O=C(COC(=O)/C=C/c1ccc(Br)o1)Nc1ccc2[nH]c(=O)[nH]c2c1 | 90* | -1 | 2.9 | -5 | 5 | 1 | 99 | -5 | 21*
CCOC(=O)c1ccc(NC(=O)CN2C(=O)CSC2=O)cc1 | -1 | -3 | 1.9 | -8 | -5 | 3 | 103 | 0 | -2
O=C(CNC(=O)COc1ccccc1)NCc1cccnc1 | 2 | -2 | 1.1 | -20 | -4 | -10 | 97 | -4 | 0
CCCS(=O)(=O)Nc1cccc(-c2ccc3nnc(C)n3n2)c1 | -5 | 1 | 1.4 | 8 | 6 | 8 | 117 | -2 | 3
O=C(CCCCCn1c(=S)[nH]c2ccc(N3CCOCC3)cc2c1=O)NCCc1ccccc1 | 3 | -3 | -0.9 | 25 | 21 | -4 | 98 | 9 | -4
COc1ccc(C(=O)N/C(=C\c2ccc([N+](=O)[O-])cc2)C(=O)NC(CCSC)C(=O)O)cc1 (configuration not stated) | -7 | 3 | 0.5 | 3 | 8 | 1 | 106 | 9 | 5
FC(F)(F)c1nc(N2CCN(c3ccccc3)CC2)nc2c1CCCCC2 | 5 | -2 | -0.2 | 21 | 2 | 1 | 95 | 6 | -1
CCOc1ccc(C(=O)NC(=S)N(Cc2ccccc2)Cc2ccccc2)cc1 | 10 | -8 | 7.0 | -7 | 4 | 4 | 139 | 2 | 0
CCOC(=O)c1ccc(NC(=O)CN(C)S(=O)(=O)c2ccc(OC)cc2)cc1 | 0 | -3 | 3.0 | 0 | 7 | -3 | 104 | 1 | 2
CN(C(=O)Cn1nnc(-c2cccnc2)n1)C1CCCCC1 | -1 | 0 | -0.2 | -1 | 4 | -22 | 95 | -2 | -1
O=C(COc1ccccc1Cl)NCCCNC(=O)c1cnccn1 | -28 | -8 | -2.1 | -10 | -20 | -13 | 100 | 1 | -8
COc1cc2c(cc1OC)C(c1cccc(C)c1)CC(=O)N2 (configuration not stated) | -14 | -3 | 4.3 | -6 | 5 | 7 | 123 | -4 | -5
Cc1nc2ccc(NC(=O)CCS(=O)(=O)c3ccc(Cl)cc3)cc2s1 | -7 | -3 | 0.7 | -24 | 7 | 3 | 87 | -1 | 0
Nc1nc(Nc2cccc(Cl)c2)n[nH]1 | 0 | 2 | -2.6 | -11 | -6 | -5 | 101 | 3 | -3
CN(C)C(=S)NC1CCS(=O)(=O)C1 (configuration not stated) | 0 | -3 | 1.0 | 7 | -7 | -47 | 104 | -2 | -1
Nc1cc(=O)[nH]c(SCC(=O)Nc2ccccc2Sc2ccc(Cl)cc2)n1 | 8 | 2 | 0.2 | 4 | 12 | 4 | 103 | -2 | 1
COc1ccc(CCNC(=O)CCc2cc(OC)c(OC)c(OC)c2)cc1 | 6 | -1 | -0.2 | -14 | 1 | -4 | 119 | 2 | -1
CCc1nc(SCC(=O)N2CCCC2)c2c(=O)n(C)c(=O)n(C)c2n1 | -10 | -4 | 5.1 | 5 | -6 | 3 | 98 | 0 | -4
O=C(CCC1CCCC1)NCc1cccs1 | 2 | -2 | 1.9 | 11 | 5 | 6 | 101 | -1 | -3
COc1ccc(N(CC(=O)N2CCc3ccccc3C2)S(=O)(=O)c2c(C)nn(C)c2C)cc1 | -3 | 1 | -0.7 | -4 | -2 | -1 | 91 | -2 | 2

# (cont.)
SMILES | HCV core dimer | Fh CTSL1 inh | PP5 inh | ZTA DNA inh | EBNA-1 inhibitor | GASC-1 inh | CR mimetic SO | TPT1 inhibitor | PP1 counter
COc1ccc(NC(=O)c2ccc(-c3ccc(C)c4ccccc34)o2)cc1 | 1 | 3 | 0.7 | -8 | -4 | -9 | 113 | -2 | 3
CCN(CC)S(=O)(=O)c1ccc(NC(=O)c2ccccc2N(C)S(C)(=O)=O)cc1 | -8 | -6 | -1.0 | -5 | 9 | -6 | 90 | 0 | -2
Nc1nccnc1C(=O)OCC(=O)Nc1ccc2[nH]c(=O)[nH]c2c1 | 8 | 2 | -1.4 | 5 | -1 | -10 | 107 | -2 | -1
COc1ccc(C)cc1S(=O)(=O)N1CCN(C(=O)c2ncoc2-c2ccc(F)cc2)CC1 | -10 | 6 | 1.8 | -3 | -1 | -20 | 80 | 1 | -1
O=C(N/N=C/c1ccco1)C1CC1(c1ccccc1)c1ccccc1 (configuration not stated) | 0 | 1 | 3.0 | 0 | 5 | -7 | 103 | -4 | 3
CCc1ccc(N(CC(=O)NCc2ccco2)C(=O)CCC(=O)Nc2ccccn2)cc1 | -2 | 0 | 1.1 | -1 | 2 | 3 | 95 | -1 | -2
O=C(c1cc([N+](=O)[O-])cc([N+](=O)[O-])c1)N(Cc1nnc(-c2ccccc2Cl)o1)C1CC1 | -1 | 4 | 1.6 | 11 | -6 | -2 | 115 | -1 | 0
COc1ccccc1N1CCN(CCCNC(=O)Cn2ncc3c([nH]c4ccccc43)c2=O)CC1 | -4 | 6 | 1.3 | -1 | -12 | 1 | 89 | 2 | 2
COCCn1cnc2c1c(=O)n(CC(=O)Nc1cc(C)on1)c(=O)n2Cc1ccccc1 | -6 | -2 | 2.3 | -26 | 0 | 8 | 108 | -5 | -4
C/C=C/C(=O)OCC(=O)Nc1ccc(OC)c(OC)c1 | -3 | -3 | 1.4 | -12 | 5 | -3 | 102 | -2 | -2
COc1ccc(CC(=O)Nc2cccc(S(=O)(=O)N3CCCCC3)c2)cc1 | . | . | 1.2 | -6 | . | . | 84 | . | -1
Cc1ccc(/C=N/NC(=O)c2c(-c3ccccc3)noc2C)o1 | -7 | 0 | 0.2 | -15 | -5 | 0 | 100 | -3 | -2
CC(C)(C)c1ccc(/C=C(\C#N)C(=O)Nc2ccccn2)cc1 | 11 | 4 | 0.1 | 4 | 10 | 7 | 83 | 0 | 0
CN(CC(=O)Nc1ccc(S(=O)(=O)N2CCCC2)cc1)Cc1ccc(Cl)cc1Cl | 1 | 3 | 4.5 | -13 | -5 | -11 | 92 | 3 | 7
CC(C)NC(=S)N/N=C/c1ccc(C(C)(C)C)cc1 | 5 | -1 | 2.3 | 10 | -1 | -26 | 110 | -1 | 3
O=C(CS(=O)(=O)c1cn(Cc2ccc(Cl)cc2)c2ccccc12)N1CCOCC1 | -3 | -2 | 1.8 | -24 | -8 | -12 | 128 | -1 | -1
COc1ccnc(-n2cccc2C=O)c1C#N | 1 | 0 | 1.2 | -1 | -2 | 3 | 91 | 0 | 1
CCCCn1c(=O)n(CC(O)c2ccccc2)c(=O)c2c1ncn2C1CCCC1 (configuration not stated) | 3 | 1 | 2.3 | -2 | 6 | -4 | 82 | -3 | 1
O=C(CC1S/C(=N/N=C/C=C/c2ccccc2)NC1=O)Nc1ccc(Cl)c(Cl)c1 (configuration not stated) | 12 | 4 | 2.4 | -6 | -1 | -29 | 123 | 1 | 2
C/C(Cn1cnc([N+](=O)[O-])n1)=N/NC(=O)COc1ccccc1Cl | 6 | 5 | 1.6 | 15 | 2 | -3 | 123 | 1 | -3

# Two compounds from above with just GASC-1 inh:
structure | GASC-1 inh
CC(C)NC(=S)N/N=C/c1ccc(C(C)(C)C)cc1 | -26
O=C(CS(=O)(=O)c1cn(Cc2ccc(Cl)cc2)c2ccccc12)N1CCOCC1 | -12

# (further entries)
SMILES | HCV core dimer | Fh CTSL1 inh | PP5 inh | ZTA DNA inh | EBNA-1 inhibitor | GASC-1 inh | CR mimetic SO | TPT1 inhibitor | PP1 counter
Cc1ccc(-c2nn3c(-c4ccco4)nnc3c3ccccc23)cc1S(=O)(=O)NCC1CCCO1 (configuration not stated) | 17 | 2 | 1.6 | 2 | 86* | -31&4 | 123 | 1 | -2
Cc1c(C(=O)NC(C)C)c(-c2ccccc2)nn1-c1ccccc1 | -6 | 3 | 0.1 | 8 | -2 | 21 | 103 | 0 | -1
CN(C)C(=O)c1ccc(-c2nnc(NCc3ccccc3)c3ccccc23)cc1 | 3 | 8 | 0.2 | 5 | 7 | -1 | 77 | -3 | 1
CC(C)(CO)CNC(=O)CCc1nnc(-c2ccc(-c3ccccc3)cc2)o1 | -19 | 0 | 4.6 | -4 | 5 | -11 | 90 | 4 | -4
Cc1nc(-c2ccc(NC(=O)Cc3ccccc3)cc2)cs1 | -10 | 0 | 2.8 | 3 | -15 | 8 | 64* | -2 | -9
CC1C(=O)NC(=O)C1c1ccccc1 (configuration not stated) | -1 | 3 | -0.5 | -1 | 3 | -13 | 86 | -4 | -3
Cc1ccccc1Nc1nnc(SCC(=O)Nc2ccccc2[N+](=O)[O-])s1 | 36 | -6 | -1.0 | -2 | -9 | -1 | 125 | 3 | 1
COc1ccc(/C=C/C(=O)NCCc2ccc(OC)c(OC)c2)cc1 | -1 | 2 | 0.8 | -15 | 6 | -21 | 110 | -7 | 0
Cc1[nH]c(=O)[nH]c(=O)c1S(=O)(=O)Nc1ccc(Cl)c([N+](=O)[O-])c1 | -1 | 1 | 0.2 | 5 | 3 | 4 | 98 | -3 | 0
Cc1noc(C)c1NC(=O)NCCN1CCN(Cc2ccccc2)CC1 | -3 | 2 | -1.7 | -8 | -3 | -5 | 86 | -1 | -3
CCCN(CCC)S(=O)(=O)c1ccc(Cl)c(OC)c1 | -1 | 1 | 3.9 | -6 | -6 | -13 | 97 | -5 | 0

# In the list so far, 13 have an aryl methoxy group.
SMILES | HCV core dimer | Fh CTSL1 inh | PP5 inh | ZTA DNA inh | EBNA-1 inhibitor | GASC-1 inh | CR mimetic SO | TPT1 inhibitor | PP1 counter
COc1ccc(C(=O)N/C(=C\c2ccc([N+](=O)[O-])cc2)C(=O)NC(CCSC)C(=O)O)cc1 (configuration not stated) | -7 | 3 | 0.5 | 3 | 8 | 1 | 106 | 9 | 5
CCOC(=O)c1ccc(NC(=O)CN(C)S(=O)(=O)c2ccc(OC)cc2)cc1 | 0 | -3 | 3.0 | 0 | 7 | -3 | 104 | 1 | 2
COc1cc2c(cc1OC)C(c1cccc(C)c1)CC(=O)N2 (configuration not stated) | -14 | -3 | 4.3 | -6 | 5 | 7 | 123 | -4 | -5
COc1ccc(CCNC(=O)CCc2cc(OC)c(OC)c(OC)c2)cc1 | 6 | -1 | -0.2 | -14 | 1 | -4 | 119 | 2 | -1
COc1ccc(N(CC(=O)N2CCc3ccccc3C2)S(=O)(=O)c2c(C)nn(C)c2C)cc1 | -3 | 1 | -0.7 | -4 | -2 | -1 | 91 | -2 | 2
COc1ccc(NC(=O)c2ccc(-c3ccc(C)c4ccccc34)o2)cc1 | 1 | 3 | 0.7 | -8 | -4 | -9 | 113 | -2 | 3
COc1ccc(C)cc1S(=O)(=O)N1CCN(C(=O)c2ncoc2-c2ccc(F)cc2)CC1 | -10 | 6 | 1.8 | -3 | -1 | -20 | 80 | 1 | -1
COc1ccccc1N1CCN(CCCNC(=O)Cn2ncc3c([nH]c4ccccc43)c2=O)CC1 | -4 | 6 | 1.3 | -1 | -12 | 1 | 89 | 2 | 2
C/C=C/C(=O)OCC(=O)Nc1ccc(OC)c(OC)c1 | -3 | -3 | 1.4 | -12 | 5 | -3 | 102 | -2 | -2
COc1ccc(CC(=O)Nc2cccc(S(=O)(=O)N3CCCCC3)c2)cc1 | . | . | 1.2 | -6 | . | . | 84 | . | -1
COc1ccnc(-n2cccc2C=O)c1C#N | 1 | 0 | 1.2 | -1 | -2 | 3 | 91 | 0 | 1
COc1ccc(/C=C/C(=O)NCCc2ccc(OC)c(OC)c2)cc1 | -1 | 2 | 0.8 | -15 | 6 | -21 | 110 | -7 | 0
CCCN(CCC)S(=O)(=O)c1ccc(Cl)c(OC)c1 | -1 | 1 | 3.9 | -6 | -6 | -13 | 97 | -5 | 0

# Assay outcomes from PubChem.
